Screens deposited in PubChem BioAssay by National Center for Advancing Translational Sciences (NCATS).
PLK1 PBD inh – PLK1 (human) polo-box domain binding inhibition. Potency, µM, for the others: max response, negative = inhibition, hits mostly inhibitors. Plk1 PBD binding of FITC phosphopeptide, fluorescence polarization. P53350. AID 720504. 360,000 compounds, 2.8% hits; further: potency means the concentration at half of the fitted maximal effect; series mostly up to about 57 µM; on the % scale 0 is the no-effect control and ±100 the full control effect; nearly all actives have a fitted effect of over 65% in size
GLP1R inv ag – GLP-1 receptor (human) inverse agonism; Potency, µM (highest dose often 38.3 µM), without a hit: at the highest dose activity change, negative = inhibition, hits mostly inhibitors; P43220; 410,000 compounds, 1.6% hits; HEK293 GLP-1R CRE-luciferase, luminescence, 24 h; GLP-1R form is constitutively active; further: potency means the concentration at half of the fitted maximal effect; on the % scale 0 is the no-effect control and ±100 the full control effect; nearly all actives have a fitted effect of over 55% in size
Target sequence (P43220 whole entry, looked up): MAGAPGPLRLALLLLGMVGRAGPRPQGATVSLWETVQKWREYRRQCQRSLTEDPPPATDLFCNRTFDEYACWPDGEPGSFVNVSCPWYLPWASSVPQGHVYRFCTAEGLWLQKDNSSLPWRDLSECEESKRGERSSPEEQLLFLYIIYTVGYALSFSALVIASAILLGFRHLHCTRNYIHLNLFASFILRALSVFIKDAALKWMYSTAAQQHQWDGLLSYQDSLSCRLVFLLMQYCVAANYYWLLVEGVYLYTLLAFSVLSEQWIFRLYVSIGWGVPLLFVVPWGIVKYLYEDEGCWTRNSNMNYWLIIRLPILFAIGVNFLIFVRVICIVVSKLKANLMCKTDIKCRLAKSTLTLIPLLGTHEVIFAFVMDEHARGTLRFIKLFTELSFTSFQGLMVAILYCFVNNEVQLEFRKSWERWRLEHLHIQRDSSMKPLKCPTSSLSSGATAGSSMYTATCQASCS
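Inverse agonism was detected as reduced cAMP-driven luciferase luminescence after 24 h compound treatment. The cells were HEK293 clones expressing constitutively active human GLP-1R with the reporter. Reporter-only and GPR119 cell lines served as counterscreen controls.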
PI5P4K alpha inh – PI5P4K alpha (human) kinase inhibition | P48426 | PI5P4Kalpha enzyme, ADP-Glo luminescence, 60 min; hits give low values | max response, % | 330,000 compounds, 1.2% hits | AID 652105; active means max response of -50% or lower; inconclusive means between -30% and -50%; inactive means -30% or higher; further: value at the top dose of about 77 µM; on the % scale 0 is the no-effect control and ±100 the full control effect
Target sequence (P48426 whole entry, looked up): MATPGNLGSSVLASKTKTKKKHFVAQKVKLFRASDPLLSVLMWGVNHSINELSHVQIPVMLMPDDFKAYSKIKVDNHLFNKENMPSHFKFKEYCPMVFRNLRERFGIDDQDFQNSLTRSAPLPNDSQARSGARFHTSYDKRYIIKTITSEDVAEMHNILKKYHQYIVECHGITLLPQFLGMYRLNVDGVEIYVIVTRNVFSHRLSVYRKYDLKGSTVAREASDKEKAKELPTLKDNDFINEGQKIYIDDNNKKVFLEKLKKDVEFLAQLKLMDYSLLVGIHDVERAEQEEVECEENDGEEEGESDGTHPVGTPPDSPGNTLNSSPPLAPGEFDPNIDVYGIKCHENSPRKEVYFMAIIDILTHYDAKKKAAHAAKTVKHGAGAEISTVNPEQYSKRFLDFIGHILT
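Luminescence from ADP-Glo served as readout of PI5P4Kalpha activity in a qHTS format. Reaction: enzyme, substrate, compound, ATP at 5 microM final, 60 min at RT.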
WRN helicase inh – inhibitors of human WRN helicase; Q14191; WRN helicase unwinding, fluorescent forked duplex, kinetic; Potency, µM (doses to about 114 µM), for the others: at the top dose activity change, negative = inhibition, actives largely listed as inhibitors; 360,000 compounds, 0.46% hits; further: potency means the concentration at half of the fitted maximal effect; on the % scale 0 is the no-effect control and ±100 the full control effect; nearly all actives have a fitted effect of over 55% in size
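Kinetic red-fluorescence monitoring (525/598 nm) tracks WRN helicase activity after 100 nM fluorophore-quencher forked duplex and 2 mM ATP are added to 20 nM enzyme pretreated 15 min at room temperature with compound.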
GLP1R ag – activates the human GLP-1 receptor | P43220 | HEK293 GLP-1R CRE-luciferase, luminescence, 4-6 h; cells express a hypersensitive GLP-1R form | Potency, µM (highest dose often 45.6 µM), for the others: top-dose activation, most hits filed as activators | 380,000 compounds, 0.007% hits; further: potency means the concentration at half of the fitted maximal effect; % of control where 0% means no effect
GLP1R cytotox – cytotoxicity counter-screen for GLP-1 receptor inverse agonists; HEK293 cAMP-luciferase reporter cells, luminescence, 24 h; Potency, µM (highest dose often 38.3 µM), inactives show top-dose activity change, negative = inhibition, actives largely listed as inhibitors; 410,000 compounds, 0.13% hits;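 further: loss of luciferase light is scored as toxicity; potency means the concentration at half of the fitted maximal effect; on the % scale 0 is the no-effect control and ±100 the full control effect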
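To flag toxic compounds, the library was rerun on cells for 24 hr at 37 deg C and 5% CO2. Viability-linked luminescence was captured 12 min after adding luciferase detection reagent.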
DRD3 agonist – D3 dopamine receptor (human) agonism; AID 652048; max activation, %; D3R DiscoveRx beta-arrestin cells, luminescence, 90 min; 410,000 compounds, 0.58% hits; in the data active means max activation above about 30%; further: 0% is about no effect; mostly tested at two doses, the higher about 12 µM
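Agonist mode: compounds and dopamine controls were applied to plated cells for 90 min at 37 degrees C after an overnight attachment at 1500 cells/well. Luminescent read-out followed 30 - 60 minutes at room temperature with DiscoveRx detection reagent.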
DRD3 antagonist – blocks the human D3 dopamine receptor. D3R cells, DiscoveRx beta-arrestin luminescence, antagonist mode; hits give low values. max response, negative = inhibition, %. P35462. 360,000 compounds, 2.5% hits; in the data active means max response below about -50%; inconclusive means no clear call, values can overlap the other calls; further: on the % scale 0 is the no-effect control and ±100 the full control effect; mostly tested at two doses, the higher about 12 µM
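Cells plated overnight at 1500 cells/well, then exposed to library compounds with dopamine controls for 90 minutes at 37 degrees C. DiscoveRx reagent added for 30–60 minutes at room temperature; luminescence read, quantitative HTS format.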
IL-2 act – activates IL-2 in a cell-based reporter assay. IL-2 activation reporter assay, cell-based qHTS; stimulated with anti-CD3/CD4/CD28 beads; in transgenic mouse T cells. activation, % (series mostly up to about 46 µM). 360,000 compounds, 0.065% hits. AID 652025; in the data active means activation above about 50%; inconclusive means mostly about 30% to 49%; further: 0% is about no effect
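Readout is EGFP and DsRed signal by fluorescent plate cytometry after 18 h at 37 degrees C. Transgenic mouse T cells (750/well) received compound for 60 min before bead stimulation (anti-CD3, anti-CD4, anti-CD28); memory T cells served as non-tolerant control.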
* marks the source's active call; other numbers are inactive results; ? = inconclusive; . = not tested or not shown; [ ] = another dose, or the depositor's remark. Unless noted, the call rests on the fitted dose curve; in most records, active means well fitted curve in the direction sought with a large enough effect; inconclusive means small, poorly fitted or top-dose-only effect, or another doubt; inactive means no such curve, though single readings can be large; an effect the other way counts as inactive or inconclusive.

smiles,DRD3 agonist,WRN helicase inh,GLP1R inv ag,PLK1 PBD inh,DRD3 antagonist,PI5P4K alpha inh,IL-2 act,GLP1R cytotox,GLP1R ag
COc1ccc(C(=O)NCCCc2nc3ccccc3n2Cc2ccccc2C)cc1OC,2.4,6.0%,2.7%,0.9%,15.2,-9.7,-3.2,?,18.4%
Cc1cccc(C(=O)OCC(=O)N2CCC(c3ccccc3)=N2)c1O,15.4,-5.7%,-8.0%,9.3%,-0.7,8.9,2.7,1.9%,-1.6%
COc1ccc(CCNC(=O)Cn2nnc(-c3ccc(N4CCOCC4)cc3)n2)cc1OC,3.3,3.4%,3.0%,3.2%,11.1,-4.5,0.3,-17.2%,3.0%
COc1ccccc1N1CCN(C(=O)CCCCn2c(=O)[nH]c3ccsc3c2=O)CC1,3.0,-7.9%,8.8%,-3.5%,13.3,-15.2,-3.0,2.8%,5.7%
CCOC(=O)c1c(C)n(C)c2cc(CN(C)C)c(O)c(S(=O)(=O)c3ccccc3)c12,25.6,6.4%,-8.3%,-4.5%,2.2,-0.2,0.3,-10.3%,7.2%
CC(=O)N1CCN(C(=O)c2cc(-c3ccc(Cl)s3)nc3ccccc23)CC1,-7.6,-4.3%,?,4.7%,5.8,1.7,-0.4,1.7%,11.0%
COc1ccc(C(C)=O)cc1CN1C(=O)NC(CC(C)C)C1=O (centres undefined),6.5,-4.2%,11.5%,-2.9%,17.7,-3.4,1.7,3.9%,0.6%
Cc1ccc(-n2c(Cc3cccn3C)nnc2SCC(=O)Nc2ccc3c(c2)OCO3)cc1,78.8*,-6.2%,3.5%,-4.3%,49.6,.,0.7,-12.0%,-1.4%
CN(Cc1ccccc1)C(=O)[C@H]1CCC(=O)N1Cc1ccco1,-3.6,-14.9%,4.5%,-6.4%,10.3,1.7,2.0,20.3%,-2.5%
Cc1ccc2c(c1)N(CCCC(=O)NCCC1=CCCCC1)C(=O)CO2,-48.9,-6.3%,-20.0%,-6.2%,-11.6,.,1.2,8.9%,-0.2%
CC(SCc1ccccc1)C(=O)NC1CCCC1 (centres undefined),-4.1,-1.5%,-13.5%,0.8%,0.1,1.6,-2.7,-4.2%,-4.5%
CS(=O)(=O)N1CCN(S(=O)(=O)c2ccccc2[N+](=O)[O-])CC1,-4.0,8.6%[57.1 µM],11.6%,?,-7.4,-12.8,0.3,-4.8%,0.0%
COc1ccccc1N(CC(=O)Nc1ccccc1C(F)(F)F)S(=O)(=O)c1cccs1,-1.1,0.3%,?,1.8%,?,8.3,-0.2,0.8%,-0.4%
COc1ccc(/C=C/C(=O)OCC(=O)Nc2ccc3[nH]c(=O)[nH]c3c2)cc1OC,4.4,-25.8%,16.6%,0.3%,33.6,6.4,1.6,-3.6%,-0.4%
Cc1[nH]c2ccccc2c1C(c1ccccn1)N1CCCC1 (centres undefined),6.7,-14.7%,10.2%,-22.9%,3.5,0.5,1.3,-1.4%,0.6%
O=C(CC1C(=O)NCCN1Cc1ccccc1C(F)(F)F)NCCN1CCOCC1 (centres undefined),-4.1,3.4%,6.2%,-9.5%,12.6,-6.8,-1.0,-4.8%,-3.0%
COc1ccc(C(C#N)=Cc2ccc(NC(C)=O)cc2)cc1,7.5,-4.8%,48.1%[activator],3.4%,1.6,-0.7,1.4,82.1%[activator],7.2%
O=S(=O)(c1ccc(SCc2ccccc2)nc1)N1CCCCCC1,-2.4,-11.2%,?,-6.1%,-7.8,10.5,-0.7,7.4%,10.6%
Cc1cccc(NS(=O)(=O)c2cc(C(=O)N3CCOCC3)ccc2Cl)c1,-20.5,-5.7%,-8.6%,-9.4%,-12.5,-10.3,0.1,-11.1%,4.9%
CC(C)c1ccc2[nH]c3c(c2c1)CCCC3=O,-7.5,-0.6%,-10.1%,1.4%,6.2,15.3,0.3,1.4%,27.4%
CCOC(=O)C1C(c2ccc(OC)cc2)N(C)OC1(O)C(F)(F)F (centres undefined),-0.8,10.6%,0.4%[7.66 µM],-2.9%,-2.2,-5.8,0.4,1.1%[7.66 µM],3.9%
COc1ccc(S(=O)(=O)NCc2ccc(C(=O)NCCCN3CCCC(C)C3)cc2)cc1 (centres undefined),-17.5,-10.0%,?,-5.0%,-29.5,2.2,0.3,-1.5%,8.4%
O=C(Nc1nc(-c2cc3ccccc3o2)cs1)c1ccc(S(=O)(=O)N2CCCC2)cc1,1.2,5.1%,?,-19.9%,-4.8,0.1,-5.5,-12.9%,1.0%
CCOC(=O)Cc1csc(SCC(=O)NC2CCCCC2)n1,2.1,1.1%,17.5%,-17.6%,-7.0,4.0,-1.6,1.1%,-3.6%
OC(COC(c1ccc(F)cc1)c1ccc(F)cc1)CN1CCCC(C(F)(F)F)C1 (centres undefined),-31.2,-4.7%,?,3.7%,-27.5,14.4,-5.5,1.4%,1.8%
CSc1cccc(NC(=O)COc2ccccc2)c1,6.2,1.5%,?,2.99µM*,?,-22.5,-0.6,-6.9%,-5.1%
O=C(/C=C/c1ccccc1)NNC(=O)c1ccco1,-6.0,-10.5%,2.7%,0.6%,6.5,2.0,-0.9,2.1%,1.5%
COC(=O)/C=C/CC(C)OS(N)(=O)=O (centres undefined),-1.4,5.6%,9.3%,4.3%,16.8,-0.1,0.2,-25.2%,-1.4%
CCCn1c(SCC(=O)Nc2ccc3c(c2)CCC3)n[nH]c1=O,6.0,-6.7%,0.0%,-0.3%,-23.2,0.9,-5.0,4.6%,0.2%
O=C(Nc1cc(C(F)(F)F)ccc1Cl)C(Sc1ccccn1)c1ccccc1 (centres undefined),-0.2,-1.0%,8.91µM*,3.8%,0.0,3.0,-0.5,10.6%,-6.2%
O=C(O)c1ccc(N/N=C/c2ccc3ncccc3c2)cc1,5.1,-23.2%[57.1 µM],?,-3.6%,11.7,-12.6,0.1,4.5%,-5.4%
CCCS(=O)(=O)NC(=O)C1(C)CCN(C(=O)c2ccccc2OC(C)=O)C1 (centres undefined),4.0,-4.2%,12.2%,-5.6%,0.0,-1.6,0.7,3.6%,-1.5%

Compound profiles, from the list above. Order of values: DRD3 agonist, WRN helicase inh, GLP1R inv ag, PLK1 PBD inh, DRD3 antagonist, PI5P4K alpha inh, IL-2 act, GLP1R cytotox, GLP1R ag
CCCS(=O)(=O)NC(=O)C1(C)CCN(C(=O)c2ccccc2OC(C)=O)C1 (centres undefined) across the screens: 4.0, -4.2%, 12.2%, -5.6%, 0.0, -1.6, 0.7, 3.6%, -1.5%
O=C(Nc1cc(C(F)(F)F)ccc1Cl)C(Sc1ccccn1)c1ccccc1 (centres undefined) across the screens: -0.2, -1.0%, 8.91µM*, 3.8%, 0.0, 3.0, -0.5, 10.6%, -6.2%
O=C(O)c1ccc(N/N=C/c2ccc3ncccc3c2)cc1 across the screens: 5.1, -23.2%[57.1 µM], ?, -3.6%, 11.7, -12.6, 0.1, 4.5%, -5.4%
CSc1cccc(NC(=O)COc2ccccc2)c1 across the screens: 6.2, 1.5%, ?, 2.99µM*, ?, -22.5, -0.6, -6.9%, -5.1%
OC(COC(c1ccc(F)cc1)c1ccc(F)cc1)CN1CCCC(C(F)(F)F)C1 (centres undefined) across the screens: -31.2, -4.7%, ?, 3.7%, -27.5, 14.4, -5.5, 1.4%, 1.8%

The results go on.
smiles,DRD3 agonist,WRN helicase inh,GLP1R inv ag,PLK1 PBD inh,DRD3 antagonist,PI5P4K alpha inh,IL-2 act,GLP1R cytotox,GLP1R ag
CCc1ccc(NC(=O)C(C)OC(=O)/C=C/c2cccc([N+](=O)[O-])c2)cc1 (centres undefined),6.3,-3.5%,-18.9%,-3.1%,4.2,3.7,-0.4,-3.3%,1.5%
CSc1ccc(/C=C/C(=O)OCC(=O)NC2CC2)cc1,0.3,0.0%,9.2%,-4.3%,3.2,4.5,0.5,3.9%,3.4%
CCc1nc2ccc(C(=O)NCCOc3ccc(OC)cc3)cn2c1N(CC)Cc1ccc(OC)c(OC)c1,-11.4,-7.6%,?,-7.8%,?,-3.8,-0.9,-3.1%,8.7%
O=C(NCCN1CCCCC1)Nc1ccc(F)c(Cl)c1,-15.1,8.3%,0.8%,-6.4%,?,.,-2.3,-14.9%,-6.7%
O=C(c1sc2ccccc2c1Cl)N1CCN(CCc2ccccn2)CC1,-20.6,-5.4%,3.1%,4.7%,?,-4.1,-0.2,4.6%,-0.4%
Cc1cc(NC(=O)COC(=O)c2c(C)nn(-c3ccccc3)c2C)no1,1.6,-10.1%,1.8%,-1.5%,25.4,-0.4,0.1,0.4%,5.1%
COC(=O)CSc1nc2ccccn2c(=O)c1C=O,-0.6,8.6%,17.2%,-3.8%,0.8,-8.6,0.9,153.3%[activator],0.2%
COc1cccc(C(=O)c2ccccc2C(=O)O)c1,3.1,7.0%[57.1 µM],15.5%,1.2%,15.1,-3.0,0.3,-3.2%,-4.9%
COC(=O)c1ccc(NC(=O)NS(=O)(=O)c2ccc(C)cc2)cc1,-8.1,-1.5%,6.8%,-5.0%,-26.4,0.7,-0.6,1.0%,8.6%
COc1ccc(Cl)cc1NC(=O)C1Cc2ccccc2CN1S(C)(=O)=O (centres undefined),-3.6,2.3%[11.6 µM],?,-18.0%,-15.7,?,-1.0,1.0%,15.2%
COc1ccc(/C=C/C(=O)c2ccc(NS(=O)(=O)c3ccc(C)cc3)cc2)cc1O,-5.7,-34.2%[57.1 µM],?,-0.3%,-25.2,?,-1.1,?,-0.1%
O=c1cc(CSc2ccccc2)[nH]c(=S)[nH]1,-8.9,-5.4%,36.2%,-16.3%,-95.2*,-16.0,-1.9,-1.3%,-1.2%

The order is random; 7.8% or so of the library scored in one or more.
